Source: PubChem BioAssay
HT1080NT lethal = kills 2HG-producing HT-1080-NT fibrosarcoma cells | HT-1080-NT fibrosarcoma viability, CellTiter-Glo ATP luminescence, 48 h | Potency, µM (titrated, usually from 46.1 µM), inactives show at the highest dose activity, negative = less viability, hits mostly cytotoxic | hit rate 1.6% among 360,000 | AID 686970;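 also: NT is the 2HG producing partner of a matched IDH1 knockdown line; 0% = DMSO-treated cells and -100% = media-only wells without cells; nearly all actives have a fitted effect of over 55% in size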
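Luminescent CellTiter-Glo readout after 48 hours of compound exposure at 37 degrees C defined viability of HT-1080-NT cells. Activity was normalized to DMSO wells and cell-free media wells; concentration-response curves were fitted and assigned curve classes.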
GLP-1R inv ag = acts as inverse agonist at human GLP-1 receptor; hit rate 1.6% among 410,000; Potency, µM (top dose mostly 38.3 µM), inactives show at the highest dose activity change, negative = inhibition, most hits filed as inhibitors; HEK293 GLP-1R CRE-luciferase, luminescence, 24 h; GLP-1R form is constitutively active; P43220; also: % is scaled to controls: 0 for no effect and ±100 for the full control effect; nearly all actives have a fitted effect of over 55% in size
Target sequence (P43220 whole entry, looked up): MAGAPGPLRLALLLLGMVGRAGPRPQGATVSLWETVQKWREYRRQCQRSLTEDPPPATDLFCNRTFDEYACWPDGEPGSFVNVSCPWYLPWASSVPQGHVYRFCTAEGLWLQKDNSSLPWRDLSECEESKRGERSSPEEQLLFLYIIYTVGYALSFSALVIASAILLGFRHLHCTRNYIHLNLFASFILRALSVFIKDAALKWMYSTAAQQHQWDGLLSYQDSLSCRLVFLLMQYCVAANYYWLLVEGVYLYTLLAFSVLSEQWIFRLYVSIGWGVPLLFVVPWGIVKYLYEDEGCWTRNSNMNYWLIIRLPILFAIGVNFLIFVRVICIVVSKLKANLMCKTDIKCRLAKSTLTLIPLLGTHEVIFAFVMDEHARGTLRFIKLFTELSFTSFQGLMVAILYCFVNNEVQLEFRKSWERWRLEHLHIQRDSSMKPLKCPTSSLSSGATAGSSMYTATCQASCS
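GLP-1R inverse agonism mode: basal reporter luminescence in engineered HEK293 cells measured after one day of compound exposure at 37 deg C, with a 12 min room-temperature detection step.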
HT1080 IDH1KD tx = kills HT-1080 cells with IDH1 knockdown; HT-1080 IDH1 knockdown viability, ATP luminescence, 48 h; Potency, µM (series often up to 46.1 µM), for the others: at the highest dose activity, negative = toxicity, actives largely listed as cytotoxic; hit rate 2% among 360,000; AID 686971;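 also: 0% = DMSO wells and -100% = cell-free medium wells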
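Cytotoxicity counter-line: IDH1KD HT-1080, 48 h, CellTiter-Glo. Curves classed by r2, magnitude and activity.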
GLP-1R agonist = activates the human GLP-1 receptor. hit rate 0.007% among 380,000. Potency, µM (titrated, usually from 45.6 µM), inactives show top-dose activation, most hits filed as activators. AID 624172. HEK293 GLP-1R CRE-luciferase, luminescence, 4-6 h; cells express a hypersensitive GLP-1R form; also: % of control where 0% means no effect
SW480 rereplic = inducers of DNA re-replication in SW480 colon cancer cells | AID 624297 | SW480 DNA re-replication, Hoechst DNA content imaging, 48 h | Potency, µM (top dose mostly 46.1 µM), inactives show at the highest dose re-replication activation, most hits filed as activators | hit rate 1.8% among 340,000; also: % of control where 0% means no effect; nearly all actives have a fitted effect of over 55% in size
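Treated cells incubate 48 hr (37 C, 5% CO2), are stained 40 min with Hoechst, and nuclear fluorescence is enumerated; a rise in nuclei with high DNA signal marks re-replication.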
TDP-43 yeast inh = TDP-43 toxicity inhibition in yeast; TDP-43 expressing yeast growth rescue, BacTiter-Glo, 24 h; Potency, µM (titrated, usually from 46.1 µM), inactives show at the top dose growth rescue (activation), hits mostly activators; hit rate 1.8% among 410,000; also: % of control where 0% means no effect; nearly all actives have a fitted effect of over 50% in size
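Cell-based yeast growth screen: TDP-43 expression induced in galactose, inoculum OD600=0.02 after raffinose pregrowth to mid-log. Read-out BacTiter-Glo luminescence at 24 hr, 30 deg C; inhibition of toxicity seen as signal increase.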
KB-V1 MDR tox = KB-V1 MDR subline cytotoxicity; KB-V1 MDR cells viability, CellTiter-Glo, 72 h; Potency, µM (top dose mostly 46.1 µM), without a hit: at the top dose activity change, negative = cytotoxicity, most hits filed as cytotoxic; hit rate 3.4% among 400,000; also: % is scaled to controls: 0 for no effect and ±100 for the full control effect; nearly all actives have a fitted effect of over 60% in size
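qHTS viability screen in drug-selected KB-V1 MDR cells: 72 h compound treatment at 37 degrees C, ATP luminescence end point.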
HEK293 tox = cytotoxic in the GLP-1 receptor inverse agonist counter-screen; HEK293 cAMP-luciferase reporter cells, luminescence, 24 h; hit rate 0.13% among 410,000; Potency, µM (top dose mostly 38.3 µM), for the others: at the highest dose activity change, negative = inhibition, most hits filed as inhibitors; AID 624418;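 also: loss of luciferase light is scored as toxicity; % is scaled to controls: 0 for no effect and ±100 for the full control effect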
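1536-well qHTS counterscreen of the MLSMR; 200 cells/uL, 12 h pre-incubation, 23 nL cpd, 24 h at 37 deg C 5% CO2, luciferase detection reagent, 12 min RT, luminescence. Inhibition = undesired.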
KB-3-1 cytotox = kills parental KB-3-1 adenocarcinoma cells; hit rate 1.4% among 400,000; Potency, µM (titrated, usually from 46.1 µM), for the others: at the top dose activity change, negative = cytotoxic, most hits filed as cytotoxic; KB-3-1 viability, CellTiter-Glo ATP luminescence, 72 h; AID 1347075; also: % is scaled to controls: 0 for no effect and ±100 for the full control effect; nearly all actives have a fitted effect of over 60% in size
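Parental KB-3-1 viability, qHTS format: 72 h compound exposure, 37 °C; CellTiter-Glo; media-only wells and DMSO plates as controls; concentration-effect fits on corrected data.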
* marks the source's active call; other numbers are inactive results; [ ] = remark or other dose. Calls follow the shape of the dose curve; as a rule, active = well fitted curve in the direction sought with a large enough effect; inconclusive = small, poorly fitted or top-dose-only effect, or another doubt; inactive = no such curve, though single readings can be large; an effect the other way counts as inactive or inconclusive. Potency is read from the fitted curve at half-maximal effect.

O=C(Nc1ccc(F)cc1)c1cnc(-c2ccccc2)nc1-c1ccccc1 was read as HT1080NT lethal inconclusive, GLP-1R inv ag 0%, HT1080 IDH1KD tx inconclusive, GLP-1R agonist -15%, SW480 rereplic inconclusive, TDP-43 yeast inh 7%, KB-V1 MDR tox inconclusive, HEK293 tox 0% and KB-3-1 cytotox -5%.
`COc1ccc(Sc2nnc(Cc3ccccc3)c3ccccc23)cc1` gave HT1080NT lethal -11%, GLP-1R inv ag 0%, HT1080 IDH1KD tx inconclusive, GLP-1R agonist 27%, SW480 rereplic inconclusive, TDP-43 yeast inh 4%, KB-V1 MDR tox inconclusive, HEK293 tox -2% and KB-3-1 cytotox -15%.
`Cc1ccccc1NC(=S)N1CCN(Cc2ccc3c(c2)OCO3)CC1` gave HT1080NT lethal 6%, GLP-1R inv ag -15%, HT1080 IDH1KD tx 1%, GLP-1R agonist -7%, SW480 rereplic -7%, TDP-43 yeast inh 28%, KB-V1 MDR tox inconclusive, HEK293 tox -8% and KB-3-1 cytotox 2%.
`CN1CCN(Cc2c(O)ccc3c2oc(=O)c2ccccc23)CC1` gave HT1080NT lethal -10%, GLP-1R inv ag 4%, HT1080 IDH1KD tx -2%, GLP-1R agonist 28%, SW480 rereplic 1%, TDP-43 yeast inh -10%, KB-V1 MDR tox -15%, HEK293 tox 1% and KB-3-1 cytotox -2%.
For C=CCOc1ccc(Br)cc1/C=C1/SC(=Nc2ccc(C(=O)O)cc2)NC1=O the results were HT1080NT lethal 8%, GLP-1R inv ag 0%, HT1080 IDH1KD tx 9%, GLP-1R agonist -4%, SW480 rereplic -12%, TDP-43 yeast inh 0%, KB-V1 MDR tox 25%, HEK293 tox -10% and KB-3-1 cytotox inconclusive.
Screening COc1ccc(C(=O)NCc2nnc(SCC(=O)Nc3cccc(OC)c3)o2)cc1 returned HT1080NT lethal -6%, GLP-1R inv ag 12%, HT1080 IDH1KD tx -24%, GLP-1R agonist 0%, SW480 rereplic -5%, TDP-43 yeast inh 1%, KB-V1 MDR tox 28%, HEK293 tox -8% and KB-3-1 cytotox 5%.
Screening Cc1cccc(C(=O)NCC(=O)N(C)Cc2nc3ccccc3c(=O)[nH]2)c1 returned HT1080NT lethal 3%, GLP-1R inv ag 11%, HT1080 IDH1KD tx 1%, GLP-1R agonist 2%, SW480 rereplic -6%, TDP-43 yeast inh 27%, KB-V1 MDR tox 25%, HEK293 tox -24% and KB-3-1 cytotox 27%.
For O=C(COC(=O)/C=C/c1ccc([N+](=O)[O-])cc1)NC1CCCCC1 the results were HT1080NT lethal 10%, GLP-1R inv ag 17%, HT1080 IDH1KD tx 5%, GLP-1R agonist -5%, SW480 rereplic -6%, TDP-43 yeast inh 16%, KB-V1 MDR tox -10%, HEK293 tox 4% and KB-3-1 cytotox 1%.
Screening O=C(CCCCCn1c(SCC(=O)c2ccccc2)nc2ccccc2c1=O)NCc1ccco1 returned HT1080NT lethal -22%, GLP-1R inv ag 0%, HT1080 IDH1KD tx -21%, GLP-1R agonist -3%, SW480 rereplic -7%, TDP-43 yeast inh -6%, KB-V1 MDR tox 0%, HEK293 tox -12% and KB-3-1 cytotox 0%.
`O=C(Cn1c(C(=O)NCC2CCCO2)cc2sccc21)c1ccccc1` (stereo not given) gave HT1080NT lethal 11%, GLP-1R inv ag 2%, HT1080 IDH1KD tx 1%, GLP-1R agonist 0%, SW480 rereplic -1%, TDP-43 yeast inh -7%, KB-V1 MDR tox 0%, HEK293 tox -13% and KB-3-1 cytotox 0%.
`CC(Sc1cccc[n+]1[O-])C(=O)Nc1ccc(Oc2ccccc2)cc1` (stereo not given) gave HT1080NT lethal -13%, GLP-1R inv ag 18%, HT1080 IDH1KD tx 0%, GLP-1R agonist 4%, SW480 rereplic -3%, TDP-43 yeast inh -11%, KB-V1 MDR tox inconclusive, HEK293 tox 18% and KB-3-1 cytotox -26%.
For COC(=O)C1=C(C)NC(=O)NC1c1cn(-c2ccccc2)nc1-c1cccs1 (stereo not given) the results were HT1080NT lethal -7%, GLP-1R inv ag -2%, HT1080 IDH1KD tx -16%, GLP-1R agonist 2%, SW480 rereplic -1%, TDP-43 yeast inh 5%, KB-V1 MDR tox -11%, HEK293 tox -21% and KB-3-1 cytotox -7%.

Random excerpt: 2 entries already listed
Screening Cc1cccc(C(=O)NCC(=O)N(C)Cc2nc3ccccc3c(=O)[nH]2)c1 returned HT1080NT lethal 3%, GLP-1R inv ag 11%, HT1080 IDH1KD tx 1%, GLP-1R agonist 2%, SW480 rereplic -6%, TDP-43 yeast inh 27%, KB-V1 MDR tox 25%, HEK293 tox -24% and KB-3-1 cytotox 27%.
For C=CCOc1ccc(Br)cc1/C=C1/SC(=Nc2ccc(C(=O)O)cc2)NC1=O the results were HT1080NT lethal 8%, GLP-1R inv ag 0%, HT1080 IDH1KD tx 9%, GLP-1R agonist -4%, SW480 rereplic -12%, TDP-43 yeast inh 0%, KB-V1 MDR tox 25%, HEK293 tox -10% and KB-3-1 cytotox inconclusive.

Other structures:
For CCOc1ccc(NC(=O)CC2C(=O)N(CC)C(=S)N2CCNC(C)=O)cc1 (stereo not given) the results were HT1080NT lethal -7%, GLP-1R inv ag -11%, HT1080 IDH1KD tx -4%, GLP-1R agonist 3%, SW480 rereplic 3%, TDP-43 yeast inh -12%, KB-V1 MDR tox -10%, HEK293 tox 1%[1.53 µM] and KB-3-1 cytotox 2%.
Screening CCOC(=O)[C@]12CCCC=C1N(Cc1cccc3ccccc13)C(=O)[C@H](CC(=O)NCCCN1CCCC1=O)C2 returned HT1080NT lethal 10%, GLP-1R inv ag 7%, HT1080 IDH1KD tx 4%, GLP-1R agonist 5%, TDP-43 yeast inh 24%, KB-V1 MDR tox inconclusive, HEK293 tox 1% and KB-3-1 cytotox 9%.
`Cc1cccc(NC(=O)C2C3C=CC(C4CC34)C2C(=O)O)c1` (stereo not given) gave HT1080NT lethal -3%, GLP-1R inv ag inconclusive, HT1080 IDH1KD tx -2%, GLP-1R agonist 0%, SW480 rereplic -7%, TDP-43 yeast inh inconclusive, KB-V1 MDR tox -12%, HEK293 tox 3% and KB-3-1 cytotox -3%.
For Cn1nc(C(=O)OCC(=O)c2ccc(Cl)cc2)c2ccccc2c1=O the results were HT1080NT lethal 6%, GLP-1R inv ag 5%, HT1080 IDH1KD tx 7%, GLP-1R agonist 0%, SW480 rereplic -10%, TDP-43 yeast inh 28%, KB-V1 MDR tox 23%, HEK293 tox -6% and KB-3-1 cytotox 13%.
For COc1ccc(N2C(=O)c3ccccc3NC2c2ccc(OC)c(Cn3nnc4ccccc43)c2)cc1 (stereo not given) the results were HT1080NT lethal 0%, GLP-1R inv ag 3%, HT1080 IDH1KD tx -2%, GLP-1R agonist 15%, SW480 rereplic inconclusive, TDP-43 yeast inh -10%, KB-V1 MDR tox inconclusive, HEK293 tox -15% and KB-3-1 cytotox inconclusive.
Screening O=C(COC(=O)CNC(=O)c1ccccc1F)Nc1cccnc1Cl returned HT1080NT lethal -13%, GLP-1R inv ag 4%[0.307 µM], HT1080 IDH1KD tx -6%, GLP-1R agonist -3%, SW480 rereplic 15%, TDP-43 yeast inh -9%, KB-V1 MDR tox -1%, HEK293 tox 0%[0.307 µM] and KB-3-1 cytotox -3%.
`COc1ccc([C@H]2CC(=O)C=C(c3ccccc3)C2)cc1OC` gave HT1080NT lethal 0%, GLP-1R inv ag 10%, HT1080 IDH1KD tx -2%, GLP-1R agonist 21%, SW480 rereplic -35%[inhibitor][9.22 µM], TDP-43 yeast inh inconclusive, KB-V1 MDR tox 5%, HEK293 tox -1% and KB-3-1 cytotox -13%.
Screening Nc1nonc1-c1nc2ccccc2n1CC(=O)N/N=C/c1ccc(-c2cccc(C(=O)O)c2)o1 returned HT1080NT lethal 3%, GLP-1R inv ag 7%, HT1080 IDH1KD tx 1%, GLP-1R agonist 0%, SW480 rereplic -16%, TDP-43 yeast inh -3%, KB-V1 MDR tox 8%, HEK293 tox -1% and KB-3-1 cytotox 1%.
`CC1CCCN(c2nc(NCc3ccco3)nc(N)c2[N+](=O)[O-])C1` (stereo not given) gave HT1080NT lethal inconclusive, GLP-1R inv ag -26%, HT1080 IDH1KD tx -13%, GLP-1R agonist 16%, TDP-43 yeast inh 10%, KB-V1 MDR tox 15µM*, HEK293 tox -17% and KB-3-1 cytotox 0%.
COCCN(CC(=O)NC1CCCCC1)C(=O)CSc1nc2ccccc2o1 was read as HT1080NT lethal 6%, GLP-1R inv ag 0%, HT1080 IDH1KD tx 11%, GLP-1R agonist -9%, SW480 rereplic -5%, TDP-43 yeast inh 20%, KB-V1 MDR tox -11%, HEK293 tox -3% and KB-3-1 cytotox 9%.
Screening COc1cc(Cc2nc3ccccc3n2C(C)c2nc3ccccc3[nH]2)cc(OC)c1 (stereo not given) returned HT1080NT lethal 3%, GLP-1R inv ag 1%, HT1080 IDH1KD tx -2%, TDP-43 yeast inh 7%, KB-V1 MDR tox inconclusive, HEK293 tox -4% and KB-3-1 cytotox 16%.
For Cc1ccc(S(=O)(=O)c2cc3c(=O)n4ccccc4nc3n(CC3CCCO3)c2=N)cc1C (stereo not given) the results were HT1080NT lethal inconclusive, GLP-1R inv ag -2%, HT1080 IDH1KD tx inconclusive, GLP-1R agonist 8%, SW480 rereplic 16%, TDP-43 yeast inh -16%, KB-V1 MDR tox 4.6µM*, HEK293 tox 51%[activator] and KB-3-1 cytotox 4%.
Screening COCCOC(=O)c1c(NC(=O)CN2CCOCC2)sc(C(N)=O)c1C returned HT1080NT lethal 13%, GLP-1R inv ag 8%, HT1080 IDH1KD tx 15%, GLP-1R agonist 8%, SW480 rereplic -1%, TDP-43 yeast inh 10%, KB-V1 MDR tox 1%, HEK293 tox -4% and KB-3-1 cytotox 3%.
Screening CC1CCN(C(=S)c2cccc([N+](=O)[O-])c2)CC1 returned HT1080NT lethal 12%, GLP-1R inv ag -10%, HT1080 IDH1KD tx -3%, GLP-1R agonist 11%, SW480 rereplic -18%, TDP-43 yeast inh 19%, KB-V1 MDR tox 0%, HEK293 tox -1% and KB-3-1 cytotox 0%.
